Assay outcomes: PubChem BioAssay, National Center for Advancing Translational Sciences (NCATS)
LmPK inhibitor: qHTS Assay for Inhibitors of Leishmania Mexicana Pyruvate Kinase (LmPK). purified LmPK, Kinase-Glo ATP luminescence, 1 h. AID 1721, 2009. Q27686. 290,000 tested, 0.37% active. Potency, µM (highest dose often 57.5 µM), for the others: at the highest dose activity change, negative = inhibition, actives largely listed as inhibitors
Target sequence (Q27686 whole entry, looked up): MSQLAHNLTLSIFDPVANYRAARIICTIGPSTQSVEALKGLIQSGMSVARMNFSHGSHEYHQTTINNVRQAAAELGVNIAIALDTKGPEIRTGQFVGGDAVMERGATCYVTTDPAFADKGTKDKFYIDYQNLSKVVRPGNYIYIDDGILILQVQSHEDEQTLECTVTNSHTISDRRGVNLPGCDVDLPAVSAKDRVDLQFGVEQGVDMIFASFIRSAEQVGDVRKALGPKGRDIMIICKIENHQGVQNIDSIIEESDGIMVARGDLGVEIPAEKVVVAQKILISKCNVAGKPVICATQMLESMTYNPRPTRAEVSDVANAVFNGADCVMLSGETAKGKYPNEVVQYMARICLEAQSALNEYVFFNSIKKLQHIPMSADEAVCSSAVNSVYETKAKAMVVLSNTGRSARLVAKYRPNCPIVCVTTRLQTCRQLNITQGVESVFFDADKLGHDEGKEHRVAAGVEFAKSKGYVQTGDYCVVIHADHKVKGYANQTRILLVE
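Screened at intermediate enzyme activity to detect both inhibitors and activators: LmPK at 0.1 nM, with a 0.5 nM enzyme column as activation reference. PEP 0.5 mM, ADP 0.1 mM; ATP detected by luminescence after 1 h.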
HCV inh: qHTS Assay for Inhibitors of Hepatitis C Virus (HCV) | Huh7.5.1 HCVcc-Cre infection, luciferase reporter, 44 h | Potency, µM (doses to about 41.8 µM), for inactives: at the top dose activity change, negative = inhibition, actives largely listed as inhibitors | 340,000 tested, 3.4% active | AID 651820, 2012
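Cells (1,000/well) were plated 4 h before compound, then infected with HCVcc-Cre virus (~0.5 moi). After 44 h further culture, infection was read as luciferase luminescence following a 15 min substrate incubation at room temperature.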
Pf growth 96h: Primary qHTS for delayed death inhibitors of the malarial parasite plastid, 96 hour incubation | P. falciparum luciferase reporter growth, 96 h | Potency, µM (doses to about 28.7 µM), without a hit: at the highest dose activity change, negative = inhibition, actives largely listed as inhibitors | 320,000 tested, 6.9% active
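Compounds incubated with erythrocytes infected by luciferase-expressing P. falciparum (2% hematocrit, 0.05% parasitemia final) for 96 hours, 37 C in 5% CO2. Growth inhibition scored as decreased luciferase luminescence.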
TbPYK inhibitor: qHTS of Trypanosoma Brucei Inhibitors | pyruvate kinase (Trypanosoma brucei), Q57TT1 | TbPYK enzyme, Kinase-Glo Plus ATP luminescence, 45 min | Potency, µM (top dose mostly 76.8 µM), for inactives: top-dose activity, negative = inhibition, hits mostly inhibitors | 410,000 tested, 0.12% active | AID 624173, 2012; further: nearly all actives have a fitted effect of over 50% in size
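Activity of T. brucei pyruvate kinase was followed by Kinase-Glo Plus luminescence after the enzyme reacted 45 min at room temperature with 130 uM ADP (final) and substrate. Test compounds were added before ADP at multiple concentrations.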
Pf growth 48h: Primary qHTS for delayed death inhibitors of the malarial parasite plastid, 48 hour incubation | 310,000 tested, 5.9% active | AID 504832, 2011 | P. falciparum luciferase growth in erythrocytes, 48 h | Potency, µM (series often up to 28.7 µM), for the others: top-dose activity change, negative = inhibition, hits mostly inhibitors
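Cell-based growth assay: transgenic P. falciparum expressing firefly luciferase, cultured in red cells within RPMI 1640 containing 0.5% w/v Albumax, 24 mM bicarbonate and gentamycin. A drop in luciferase activity indicates inhibition.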
Sm TGR block: qHTS Assay for the Inhibitors of Schistosoma Mansoni Peroxiredoxins; 360,000 tested, 3% active; Potency, µM (doses to about 114 µM), for inactives: at the highest dose activity change, negative = inhibition, hits mostly inhibitors; purified TGR, DTNB reduction, TNB absorbance 405 nm; AID 485364, 2010; Schistosoma mansoni thioredoxin glutathione reductase (TGR), Q962Y6; further: nearly all actives have a fitted effect of over 60% in size
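TGR 20 nM + NADPH 100 uM (dispensed conc.), cpd preinc 15 min RT; start with NADPH (500 uM addition) then DTNB (15 mM addition). Kinetic TNB absorbance, 405 nm filter. Four-parameter Hill fit across titration.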
The depositor's hits bear a star; ? = inconclusive; . = not tested or not shown; [ ] = dose if it differs, or a comment. The call rests on the fitted dose curve; in most records, active means well fitted curve in the direction sought with a large enough effect; inconclusive means small, poorly fitted or top-dose-only effect, or another doubt; inactive means no such curve, though single readings can be large; an effect the other way counts as inactive or inconclusive. On the % scale 0 is the no-effect control and ±100 the full control effect; potency means the concentration at half of the fitted maximal effect. Rows were taken by chance; overall some 16% were active at least once.

Every second line gives: LmPK inhibitor, HCV inh, Pf growth 96h, TbPYK inhibitor, Pf growth 48h, Sm TGR block
[1] CCOC(=O)c1sc(NC(=O)Cn2nnc3sc4c(c3c2=O)CCC(C(C)(C)C)C4)nc1C (centres undefined)
    -5%, 27%, 0%, 9%, 9.3µM*, -21%
[2] COc1ccccc1N1CCN(C(=O)c2ccc(N(C)S(=O)(=O)c3ccccc3)cc2)CC1
    -1%, ?, -19%, -5%, ?, 8%
[3] O=C(c1ccc(F)cc1F)N1CCN(S(=O)(=O)c2ccc3c(c2)OCCO3)CC1
    ., ?, 9.3µM*, 4%, ?, -15%
[4] CC(C)N(CCCNC(=O)CC1Oc2ccccc2NC1=O)Cc1ccccc1 (centres undefined)
    -1%, -4%, ?, -3%, ., 0%
[5] CC(=O)Nc1cccc(NC(=O)c2cc(C)on2)c1
    -3%, -4%, ., 2%, 96%[activator], -35%
[6] CC(C)(CS(=O)(=O)[O-])NC(=O)CC[N+](C)(C)CCO
    1%, -1%, 204%[activator], 4%, 95%[activator], 0%
[7] Cc1ccc(S(=O)(=O)NC2CCCCC2)cc1C(=O)N1CCC(C(N)=O)CC1
    ., 3%, -4%, 0%, 10%, 2%
[8] COC(=O)c1ccccc1NC(=O)C1CCN(S(=O)(=O)c2cc(OC)ccc2OC)CC1
    1%, ?, -64%, -3%, ?, -3%
[9] CN(C)c1nnnn1Cc1ccccc1
    -7%, 15%, 17%, 2%, 27%, -6%
[10] Cc1ccccc1-c1nc(P(=O)(c2ccccc2)c2ccccc2)c(N2CCOCC2)o1
    6%, -16%, ?, 5%, 15µM*, -17%
[11] O=S(=O)(NCc1ccc(F)cc1)c1ccc2c(c1)OCCO2
    -1%, ?, 38%[activator], -4%, 20%, 30%
[12] CCC(C)(C)n1nnnc1C(c1ccccn1)N1CCN(c2cccc(OC)c2)CC1 (centres undefined)
    -2%, 1%, ?, -7%, -16%, -8%
[13] O=P(O)(Oc1ccccc1)OC(c1ccccc1)C(F)(F)F (centres undefined)
    -4%, 13%, -19%, 2%, 6%, -3%
[14] Cc1ccc(OCC(=O)NN=C2C3CC4CC(C3)CC2C4)cc1
    ., 6%, ?, 2%, ?, -12%
[15] Cc1ccc(OCCOc2cccc(C=C3C(=O)NC(=O)NC3=O)c2)c(C)c1
    6%, 15%, 17%, -15%, 159%[activator], ?
[16] CCn1c(/C=C\c2ccccc2C)nc2ccccc2c1=O
    10%, ?, 27%, 6%, ?, 10%
[17] O=[N+]([O-])c1ccccc1/C=C/CN1CCCC(CO)C1 (centres undefined)
    -1%, 14%, 94%[activator], -2%, 10%, -23%
[18] CC(C)NC(=O)NC(=O)COC(=O)/C=C/c1ccccc1[N+](=O)[O-]
    2%, ?, 21%, -9%, 1%, -18%
[19] O=C(O)c1cc(-c2cc(C(=O)O)c3ccccc3n2)nc2ccccc12
    1%, ., -13%, ., 21%, -7%
[20] CCN(CC)C(=O)/C(Cl)=C(\C)OP(=O)(OC)OC
    ., ., ?, 3%, -21%, .
[21] COc1ccc(COC(=O)c2cc(S(=O)(=O)N3CCCCC3)ccc2N2CCOCC2)cc1
    ., -2%[8.37 µM], 21%, 3%, 3%, 1%
[22] Cc1ccc(-c2ccc(=O)n(Cc3ccc(F)cc3Cl)n2)cc1
    3%, 13%, 1%, -1%, ?, 2%
[23] CCCCSCCCNC(=O)c1ccc2c(c1)N(CC)C(=O)c1ccccc1S2=O (centres undefined)
    1%, -27%, 5%, 0%, 13µM*, -2%
[24] CC(C)CCN1CCN(Cc2ccoc2)CC1CCO (centres undefined)
    1%, 9%, 27%, 2%, 1%, -24%
[25] Cc1ccc(-n2cc(CN3CCNC(=O)CC3)c(-c3ccc(F)cc3)n2)cc1
    -2%, -3%, ?, 1%, ?, 0%
[26] O=C(O)c1ccc(S(=O)(=O)c2ccc3c(c2)C(=O)N(NC(=O)c2cccnc2)C3=O)cc1
    2%, 6%, -11%, -7%, 27%, 9%
[27] Cc1nn(-c2ccccc2)c(C)c1NC(=O)COc1ccc(F)cc1Cl
    4%, ?, -7%, -9%, ?, 1%
[28] CC1CN(C(=S)Nc2ccccc2)N(c2ccccc2)C1 (centres undefined)
    12%, 31%[activator], ?, 0%, -19%, 6%
[29] O=C(CSC1=NNC(c2ccccn2)S1)Nc1ccc(C(F)(F)F)cc1 (centres undefined)
    3%, -2%, ?, -5%, ?, -1%
[30] O=C(CSc1ncccn1)NC(=O)NCc1ccco1
    10%, 9%, 19%, -7%, 11%, -11%
[31] COc1ccccc1C(=O)Nc1nc2ccccc2s1
    1%, ?, ?, ?, ?, -12%
[32] CCN(CC(=O)NCc1ccc(Cl)cc1)C(=O)CSCC(=O)Nc1ccc(C)cc1
    ., -1%, -12%, -4%, -15%, 5%
[33] CC1(C(=O)OCC(=O)NC(=O)NCc2ccccc2)CC1(Cl)Cl (centres undefined)
    3%, 4%, 19%, -4%, -10%, -9%
[34] CCOC(=O)C1CCN(c2cc(C)nc3cc(-c4cccc(F)c4)nn23)CC1
    1%, -4%, 50%[activator], 3%, -5%, 8%
[35] C/C(=N\OCC(=O)OCC(=O)NC(=O)c1ccccc1)c1ccc2c(c1)OCO2
    ., -3%[8.37 µM], 12%, 0%, 1%, 1%
[36] CCN(C(=O)CN1C(=O)S/C(=C\c2ccc(Cl)cc2)C1=O)C1CCS(=O)(=O)C1 (centres undefined)
    7%, -16%, 27%, -13%, 0%, -12%
[37] Cc1cn(S(=O)(=O)c2cc(Br)ccc2Br)cn1
    3%, 26%, -9%, 5%, 5%, 1%
[38] COC(=O)c1ccc(COc2ccc(-c3nnn(CC(N)=O)n3)cc2)cc1
    1%, 8%, ?, -2%, 27%, 17%
[39] O=C(NNS(=O)(=O)c1ccccc1)c1cc2cc3ccccc3nc2s1
    3%, 14%, -15%, 9%, ?, 9%
[40] CCOc1ccccc1N(CC(=O)NCC1CCCO1)C(=O)CCC(=O)Nc1ccccn1 (centres undefined)
    5%, 24%, -11%[5.75 µM], -3%, ?, 3%
[41] O=C(Nc1ccc(NC(=O)c2ccc(Cl)cc2Cl)cc1)c1ccc2c(c1)OCO2
    1%, 12%, ?, -3%, 27%, 2%
[42] CCOC(=O)c1[nH]cnc1N=Nc1c(O)ccc2ccccc12
    ?, 7.9µM*, 2.3µM*, -7%, 2.9µM*, -12%
[43] N#CCC(=O)N/N=C1\CCCCC1C1CCCCC1 (centres undefined)
    -2%, 6%, -27%, -1%, 10%, -10%
[44] CC(=O)N1c2ccc(S(=O)(=O)N3CCC(C(=O)Nc4cc(C)ccn4)CC3)cc2CC1C (centres undefined)
    -2%, ?, ?, 0%, ?, -6%
[45] CCc1cc(=O)oc2cc(C)cc(OCC(=O)NC(Cc3ccc(Cl)cc3)C(=O)O)c12 (centres undefined)
    4%, 18%, ?, 10%, 29%, -1%
[46] CCn1c(C)cc2c(c1=O)C(c1ccccc1)C(C(=O)OC)=C(N)O2 (centres undefined)
    -4%, -18%, 278%[activator], -14%, 3%, 1%
[47] Cc1ccc(S(=O)(=O)N2CCOCC2)cc1C(=O)NCCN1C(=O)S/C(=C\c2ccccc2Cl)C1=O
    0%, 13µM*, ?, -5%, -14%, -8%
[48] CCC(=O)Nc1cccc(NC(=O)c2ccc(Br)cc2)c1
    5%, 1%, 41%[activator], -2%, 31%[activator], -16%
[49] CCOC(=O)c1oc2cc(C)cc(C)c2c1C
    -5%, -3%, 15%, -3%, 5%, 4%
[50] CCCCNC(=O)CSc1nnc(-c2ccco2)n1C
    10%, 12%, -6%, 1%, ., 2%[11.4 µM]
[51] COc1ccc(OC)c(CNS(=O)(=O)c2cc(-c3cc(C)no3)ccc2OC)c1
    2%, 4%, 16%, 0%, 8%, -2%
[52] O=C(c1ccc(Cn2cc(Br)cn2)o1)N1N=C(C(F)F)CC1(O)C(F)F (centres undefined)
    7%, 13%, -26%, -2%, ., -20%
[53] O=C(N/N=C/c1ccc2c(c1)OCO2)c1cccc2ccccc12
    0%, -12%, 50%[activator], 2%, 5%, 4%
[54] CC1=C(C(=O)Nc2ccccn2)C(c2ccc(F)cc2)n2ncnc2N1 (centres undefined)
    0%, 18%, -5%, 0%, 47%[activator], -18%
[55] CC(=O)c1ccc(OCC(=O)Nc2cccc(S(=O)(=O)N3CCCC3)c2)cc1
    ., ?, 4.1µM*, -4%, ?, 0%
[56] CC1(C)SC(=S)N(NC(=O)Nc2ccccc2)C1N(O)C(=O)Nc1ccccc1 (centres undefined)
    1%, 2%, -15%, 3%, 0%, 19%
[57] CC(=O)c1cccc(NC(=O)/C(=C\c2ccco2)NC(=O)c2ccco2)c1
    0%, -3%, -2%, 3%, 7%, ?
[58] O=C(NCc1ccccc1Cl)C1CCN(C(=O)c2ccco2)CC1
    6%, 19%, ?, -7%, 6%, 18%
[59] Cc1ccc(Cl)cc1N1CCN(C(=O)C(=O)N2CCCCC2)CC1
    1%, 8%, 34%[activator], 3%, -5%, -5%
[60] O=C(Cn1c(=O)oc2ccccc21)Nc1ccccc1C(F)(F)F
    -1%, 7%, ?, -1%, 8%[0.00184 µM], -15%

An excerpt of these results, field by field.
46	CCn1c(C)cc2c(c1=O)C(c1ccccc1)C(C(=O)OC)=C(N)O2 (centres undefined)
- LmPK inhibitor = -4%
- HCV inh = -18%
- Pf growth 96h = 278%[activator]
- TbPYK inhibitor = -14%
- Pf growth 48h = 3%
- Sm TGR block = 1%

47	Cc1ccc(S(=O)(=O)N2CCOCC2)cc1C(=O)NCCN1C(=O)S/C(=C\c2ccccc2Cl)C1=O
- LmPK inhibitor = 0%
- HCV inh = 13µM*
- Pf growth 96h = ?
- TbPYK inhibitor = -5%
- Pf growth 48h = -14%
- Sm TGR block = -8%

48	CCC(=O)Nc1cccc(NC(=O)c2ccc(Br)cc2)c1
- LmPK inhibitor = 5%
- HCV inh = 1%
- Pf growth 96h = 41%[activator]
- TbPYK inhibitor = -2%
- Pf growth 48h = 31%[activator]
- Sm TGR block = -16%

49	CCOC(=O)c1oc2cc(C)cc(C)c2c1C
- LmPK inhibitor = -5%
- HCV inh = -3%
- Pf growth 96h = 15%
- TbPYK inhibitor = -3%
- Pf growth 48h = 5%
- Sm TGR block = 4%

Later entries.
Every second line gives: LmPK inhibitor, HCV inh, Pf growth 96h, TbPYK inhibitor, Pf growth 48h, Sm TGR block
[61] COc1ccc(-c2nn(-c3ccccc3)cc2/C=C\C(=O)Nc2ccc(C(=O)O)cc2)cc1
    -1%, 0%, 24%, -2%, ?, .
[62] C=CCn1c(-c2ccccc2OCC)n[nH]c1=S
    ?, 12%, 9%, ?, 25%, 2%
[63] CN(C)C(=O)N1CCCC(C(=O)NCc2cccs2)C1 (centres undefined)
    -2%, 18%, 20%, 8%, 22%, 4%
[64] O=S(=O)(NCC(c1ccco1)N1CCc2ccccc2C1)c1ccc(Br)cc1 (centres undefined)
    ., ?, ?, 6%, ?, 1%
[65] O=C(COc1ncnc2ccccc12)NC(=O)NCc1ccccc1
    6%, -1%, -15%, -1%, -15%, -3%
[66] CC1=CC(C)(C)Nc2cc(C)c(C)cc21
    2%, -22%, ?, -17%, ?, -35%
